Source: PubChem
HSF1 activator = HSF-1 activators, primary screen, NIH3T3-HGL cells, MG132 stress, luminescence, single point; NIH3T3-HGL HSF-1 luciferase reporter, 8 h; 100% = twice DMSO control signal; hit rate 1.7% among 300,000; activation, % at 9 µM; AID 504408, 2011;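 active = mean replicate activation of at least 50% with a set share of replicates each reaching 50%; inconclusive = only one of those two conditions met; inactive = mean below 50% and too few replicates reaching it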;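 also: 0% = median of the neutral control wells and 100% = twice that signal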
HDAC3 inh = HDAC3 deacetylase inhibitors, primary screen, biochemical, fluorescence, cell-free homogeneous. inhibition, % at 8.3 µM. hit rate 0.15% among 320,000. Histone deacetylase 3 (Homo sapiens), O15379. recombinant HDAC3, fluorogenic peptide/trypsin coupled; in the data active = inhibition above about 26%, passing the limit was not always enough; inconclusive = no clear call, values can overlap the other calls
Target sequence (O15379 whole entry, looked up): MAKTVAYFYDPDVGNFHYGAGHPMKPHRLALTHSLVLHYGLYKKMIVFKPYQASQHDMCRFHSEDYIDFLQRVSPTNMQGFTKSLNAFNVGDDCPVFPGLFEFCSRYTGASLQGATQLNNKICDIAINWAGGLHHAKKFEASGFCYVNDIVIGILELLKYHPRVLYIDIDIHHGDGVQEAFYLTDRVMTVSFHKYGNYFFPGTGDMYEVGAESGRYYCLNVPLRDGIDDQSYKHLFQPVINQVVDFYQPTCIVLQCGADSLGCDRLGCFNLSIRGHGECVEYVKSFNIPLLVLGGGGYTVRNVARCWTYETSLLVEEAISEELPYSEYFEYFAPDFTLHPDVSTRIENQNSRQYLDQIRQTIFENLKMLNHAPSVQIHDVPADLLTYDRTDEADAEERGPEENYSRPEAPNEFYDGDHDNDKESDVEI
PolyA inhibitor = polyadenylation inhibitors in yeast reporter cells, primary screen, luminescence, S. cerevisiae | S. cerevisiae SKY197-pL101 polyadenylation reporter, beta-gal luminescence; efflux-impaired pdr1/pdr3 knockout yeast; score 100 = 6 SD above DMSO | calls only at 12 µM | hit rate 0.02% among 300,000 | AID 1875, 2009;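 active = lowest replicate activity score at least 50, where 100 means six control SD above control mean; inconclusive = lowest score under 50 but half or more replicates reach 50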;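 also: yeast exposed to compound for 9 h at 30 °C; higher score means more reporter readthrough which indicates perturbed polyadenylation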
HSP90 refold inh = HSP90 inhibitors, primary screen, cell lysate, luminescence; Rabbit reticulocyte lysate, luciferase refolding luminescence, 3 h; Heat shock protein HSP 90 (rabbit reticulocyte lysate; luciferase refolding); hit rate 0.91% among 290,000; inhibition, % at 5.6 µM;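 active = inhibition above the screen-wide mean plus 3 SD, computed separately per campaign, cut at about 16% in these data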;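 also: 0% = DMSO wells and 100% = 60 µM geldanamycin wells; inhibitors lower the luminescence because luciferase stays unfolded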
AI-2 QS modul = Vibrio harveyi AI-2 quorum sensing modulators, primary screen, JMH597 strain, luminescence/OD600 ratio. Vibrio harveyi JMH597 AI-2 luminescence/OD600 ratio, 9 h; stronger effect = lower value; strain lacks LuxN and CqsS sensors; 0 = neutral-control median. activity change, % at 7.5 µM. hit rate 0.4% among 300,000; in the data active = activity change below about -75%, passing the limit was not always enough; inconclusive = no clear call, values can overlap the other calls;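 also: luminescence divided by OD600 gain over 9 h not by final OD600 alone; inactives centre near 13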
Dyrk1A ADPGlo = rat Dyrk1A kinase inhibitors, primary screen, biochemical, single point, plate reader; Dual specificity tyrosine-phosphorylation-regulated kinase 1A (Rattus norvegicus), Q63470; ADP-Glo luminescence, NFATc1 peptide; inhibition, % at 12.5 µM; hit rate 0.43% among 310,000; in the data active = inhibition above about 50%;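 also: plate controls were vehicle with enzyme for no effect and no enzyme for full effect; many of its hits are not listed in these tables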
GSK3B inh = human GSK3beta kinase inhibitors, primary screen, biochemical, cell-free homogeneous, HTS; activity score (negative = inhibition), % at 10 µM; hit rate 0.038% among 300,000; GST-GSK3beta kinase, ADP-Glo luminescence, 60 min; stronger effect = lower value; Glycogen synthase kinase-3 beta (Homo sapiens), P49841;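 active = more than half of replicate wells score below -50%, meaning over 50% inhibition versus plate controls; inconclusive = some replicates but at most half score below -50%; inactive = no replicate scores below -50%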;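 also: 0% = median DMSO wells and -100% = median GW8510 positive control wells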
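Test system: GST-tagged human GSK3beta kinase, cell-free; evaluation: activity score scaled between in-plate DMSO and GW8510 controls; measured by: ADP-Glo luminescence; incubation: 60 min reaction, RT; benchmarks: DMSO and 20 µM GW8510; reagent: peptide substrate plus 25 µM ATP (final); medium: Tris/MgCl2 kinase buffer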
HSF1 inhib = HSF1 inhibitors in luciferase reporter cells, primary screen, cell-based, NIH3T3, luminescence | NIH3T3-HGL HSE-luciferase, MG132-induced, luminescence 8 h; stronger effect = lower value | activity change, negative = inhibition, % at 7.5 µM (by protocol) | hit rate 0.77% among 300,000;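 active = more than half of replicate wells show activity change below -50%, luminescence cut by over half; inconclusive = some wells, but at most half, below -50%; inactive = no replicate well below -50%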;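 also: luciferase reports HSF-1 transcriptional activity via heat shock element; 0% = median of DMSO wells and -100% = zero luminescence signal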
GSK3A inh = blockers of GSK3A enzyme activity – biochemical, luminescence, cell-free homogeneous, HTS, primary screen | Glycogen synthase kinase-3 alpha (Homo sapiens), P49840 | AID 2650, 2010 | inhibition, % at 10 µM | GSK-3 alpha kinase, ADP-Glo luminescence, 60 min | hit rate 0.1% among 320,000;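 in the data active = inhibition above about 50%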;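 also: GST-tagged GSK-3 alpha with peptide substrate and 25 µM ATP; 0% = DMSO neutral wells and 100% = GW8510 positive control wells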
Target sequence (P49840 whole entry, looked up): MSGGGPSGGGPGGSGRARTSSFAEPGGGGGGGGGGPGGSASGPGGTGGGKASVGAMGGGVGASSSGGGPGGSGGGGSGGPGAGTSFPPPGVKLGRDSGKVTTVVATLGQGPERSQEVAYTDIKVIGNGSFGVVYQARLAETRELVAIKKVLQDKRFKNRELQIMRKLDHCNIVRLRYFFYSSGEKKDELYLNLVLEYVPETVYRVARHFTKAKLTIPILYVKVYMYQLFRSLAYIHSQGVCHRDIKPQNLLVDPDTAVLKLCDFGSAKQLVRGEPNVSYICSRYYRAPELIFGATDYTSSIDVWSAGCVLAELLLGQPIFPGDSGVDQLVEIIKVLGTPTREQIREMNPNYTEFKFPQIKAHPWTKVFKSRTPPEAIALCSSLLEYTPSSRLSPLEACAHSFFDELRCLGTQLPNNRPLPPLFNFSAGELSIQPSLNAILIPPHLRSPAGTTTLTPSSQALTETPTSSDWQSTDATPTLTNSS
Platelet DG rel = inhibitors of platelet dense granule secretion, primary screen, cell-based, MLPCN, human platelets; hit rate 0.22% among 300,000; human platelet-rich plasma, SFLLRN dense granule ATP release, luminescence; inhibition, %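 (compounds screened at 7.5 µM in platelet-rich plasma)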;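 active = mean replicate score, as percent of positive control, at or above 50; inconclusive = mean below 50 but at least one replicate at or above 50; inactive = mean and every replicate below 50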
* hit, by the source's call; i = inactive; ? = inconclusive; nt = no result given. Some of the compounds tested, so the mix of outcomes need not match the whole.

SMILES	HSF1 activator	HDAC3 inh	PolyA inhibitor	HSP90 refold inh	AI-2 QS modul	Dyrk1A ADPGlo	GSK3B inh	HSF1 inhib	GSK3A inh	Platelet DG rel
CCCCC1(C)NC(=O)N(CC(=O)Nc2ccc(S(=O)(=O)N3CCOCC3)cc2)C1=O (stereo not drawn)	8	-3	i	-1	?	-3	-2	12	-4	-2
O=C(Nc1ccccc1C(=O)NC1CCCCC1)c1ccco1	7	1	i	1	14	0	3	0	0	-1
C=CCn1c(COc2cccc(C)c2)nnc1SCn1nnc2ccccc2c1=O	21	0	i	2	7	-12	3	13	-2	-4
COCCNC(=O)c1cc(-c2cccc(OC)c2)on1	29	4	i	1	3	-65	2	12	-5	-7
Cc1cccc(NC(=S)NCCC(c2ccccc2)c2ccccc2)c1	12	10	i	-3	-6	-6	0	11	-2	-13
C=CCn1c(SC(C)C(=O)Nc2ccc(F)c(F)c2F)nnc1C1CC1 (stereo not drawn)	-16	-8	i	nt	14	14	3	-12	0	1
COc1ccc(C(c2nnnn2C(C)(C)C)N2CCN(c3nc4ccccc4s3)CC2)cc1 (stereo not drawn)	-3	nt	i	6	16	6	1	-8	nt	3
COc1cc(C2c3c(oc4ccccc4c3=O)C(=O)N2Cc2ccncc2)ccc1O (stereo not drawn)	2	0	i	10	7	3	-5	-1	-1	-3
CCCCN(C(=O)CSc1nn(-c2ccc(F)cc2)c(=S)s1)c1c(N)n(CCCC)c(=O)[nH]c1=O	18	0	i	nt	nt	13	nt	2	5	-2
CCCCCCCC(=O)NNC(=O)c1c(O)c2ccccc2[nH]c1=O	-12	-6	i	2	19	-6	1	-2	-1	-6
COc1cc(OC)c(C(=O)OCC(=O)N(Cc2ccccc2)C(C)(C)C)cc1OC	9	4	i	-1	-1	0	-2	9	5	0
Cc1ccc(N(CC(O)Cn2c3ccccc3c3ccccc32)S(C)(=O)=O)c(C)c1 (stereo not drawn)	3	4	i	1	14	2	0	1	nt	1
CCOC(=O)CON1C(=O)C(=O)N(OCC(=O)OCC)[C@H]2CCCC[C@H]21	-2	-1	i	2	8	nt	-1	0	-2	-2
O=C(Nc1nncs1)C12CC3CC(CC(Cl)(C3)C1)C2	-10	-3	i	0	14	-1	-2	-3	1	0
O=C(c1ccco1)N1CCN(C(=O)C2CC(=O)N(c3ccccc3)C2)CC1 (stereo not drawn)	-2	1	i	-5	25	-1	3	-6	-1	-1
NC(=O)CC(NC(=O)Cc1cccc2ccccc12)c1ccc(N2CCC(Cc3ccccc3)CC2)c([N+](=O)[O-])c1 (stereo not drawn)	-22	7	i	-5	17	1	2	-15	-1	-5
CCN(CC)CCCN=Cc1c(O)n(-c2ccccc2C)c(=O)c2ccccc12	-12	5	i	3	11	3	-6	-5	14	-21
COc1cccc(NC(=O)c2ccc(-c3ccccc3[N+](=O)[O-])o2)c1	32	7	i	-3	-2	-2	4	15	-3	4
CCn1c(Cn2nnc(-c3ccccc3)n2)nnc1SCC(=O)Nc1ccc(C(C)=O)cc1	13	-1	i	2	9	-1	6	21	-3	7
COCc1cc(C)nc(OCC(=O)N/N=C\c2cc(C)n(-c3cccc(C(F)(F)F)c3)c2C)c1C#N	24	19	i	-1	6	-29	1	-1	5	-1
COc1ccc(C)cc1S(=O)(=O)Nc1ccc2c(c1)N(C(C)=O)CCC2	1	5	i	nt	20	-5	2	1	-2	5
Cc1ccc(OCCNC(=O)C2CCCCC2)cc1	11	5	i	3	15	-3	0	1	nt	8
CCOc1ccccc1NC(=O)CSc1nnnn1Cc1ccccc1	-5	3	i	-1	26	6	-1	6	0	1
COc1ccc(C(CC(=O)N2CCCCC2)NC(=O)C(F)(F)F)cc1 (stereo not drawn)	-8	-14	i	-2	11	nt	5	1	-4	2
CCCCC(=O)N(Cc1ccc2c(c1)OCO2)Cc1nc2ccccc2c(=O)[nH]1	25	-2	i	-1	32	-9	1	11	-4	-1
COc1ccc(N2CCN(S(=O)(=O)Cc3ccccc3)CC2)cc1	7	3	i	-1	17	0	1	3	-1	-4
O=C(CN(CC1CCCO1)C(=O)CNS(=O)(=O)c1ccc(Cl)cc1)NCc1ccc(F)cc1 (stereo not drawn)	-38	9	i	-2	31	7	4	-23	-1	-2
CCOC(=O)N1CCN(c2c(-c3ccc(C)c(C)c3)c(=O)c2=O)CC1	1	5	i	2	22	4	0	-1	1	5
O=S(=O)(c1ccccc1)c1nc(-c2ccco2)oc1N1CCCCCC1	nt	1	nt	0	nt	-4	nt	nt	0	nt
CC(=O)NCCC1CCN(C(=O)c2cc(COc3ccc(C)nc3)on2)CC1	0	-1	i	-7	17	0	3	-1	-1	19
CCOc1cc(CNS(=O)(=O)c2ccc3c(c2)CC(=O)N3C)cc(OCC)c1OCC	1	-1	i	-4	9	3	1	2	0	3
CC(C)(Oc1ccc(Cl)cc1)C(=O)NCc1n[nH]c(=O)c2ccccc12	-3	-1	i	nt	6	-3	-4	-5	0	13
COc1ccc(C(=O)Nc2nc3c(s2)Cc2cc(OC)ccc2-3)cc1	19	4	i	6	18	2	-7	0	4	6
Cc1cc(C)nc(Oc2ccc(Br)cc2Br)n1	-8	5	i	9	-54	-6	4	-7	-2	0
O=C(CN(C(=O)CCC(=O)Nc1nccs1)c1ccccc1F)NCCc1ccccc1	-4	1	i	-3	10	3	1	-7	1	24
CCN1C(=O)/C(=C\c2cn(CCC#N)nc2-c2ccc(F)cc2)SC1=S	nt	1	i	4	16	1	2	nt	-2	2
CN(c1ccccc1)S(=O)(=O)c1ccc2c(c1)oc(=O)n2C	0	-2	i	8	-3	4	0	-8	0	-3
CCOC(=O)CSc1nc2c(c(=O)n(C)c(=O)n2C)n1Cc1ccccc1F	-7	1	i	1	4	14	-1	4	-1	3
CCN(CC)S(=O)(=O)c1ccc(Cl)c(C(=O)Oc2cccnc2)c1	11	5	i	-3	23	6	1	-1	-3	7
COc1ccc(CCNC(=O)c2cccc(NS(=O)(=O)c3ccccc3F)c2)cc1OC	11	-4	i	1	-2	-10	3	-4	-3	20
COc1ccc(NC(=O)N2CCC(n3nnc4cc(C)ccc43)CC2)cc1	-13	2	i	-1	19	-1	1	-11	1	4
COc1ccc(CC(=O)O/N=C(\N)c2ccc(C)cc2)cc1	-43	2	nt	1	-89*	7	0	-25	0	2
CCNC(=O)CN(CCc1ccccc1)S(=O)(=O)c1ccc(OC)cc1	8	2	i	0	-8	-4	2	-5	1	0
CN(C(=O)CSc1nnc(-c2ccco2)o1)C1CCCCC1	nt	9	i	-1	6	4	0	nt	-1	5
O=C(O)C1(c2ccccc2)CCN(S(=O)(=O)c2cccs2)CC1	-12	1	i	-1	6	-3	-2	-2	-4	0
Cc1cccc(C(=O)NCC(c2ccco2)N2CCc3ccccc32)c1 (stereo not drawn)	13	-2	i	nt	1	8	-33	8	4	3
COC(=O)c1cccc(Oc2nc3c(c(=O)n(C)c(=O)n3C)n2Cc2ccc(C)cc2)c1	-4	nt	i	nt	27	-9	0	-4	-2	0
Cc1cccc(-n2nc(C(=O)c3ccco3)cc(-c3nc4ccccc4[nH]3)c2=N)c1	-41	5	i	5	16	-5	-7	-34	0	17
COCCN1C(=O)N[C@@H](c2ccccc2)[C@H](C(=O)OC)[C@H]1C	-15	1	i	nt	-4	-11	-3	-5	1	7
C=CCNC(=O)C12CCC(C)(C(=O)C1Br)C2(C)C (stereo not drawn)	3	-4	i	3	16	3	1	1	3	7
COc1ccc(/C=N/NC(=O)CCn2nc(C)cc2C)cc1	9	3	i	1	17	0	2	-3	-2	3
CC1CCc2c(C(=O)N3CCN(S(=O)(=O)c4cccs4)CC3)csc2C1 (stereo not drawn)	19	3	i	-1	9	-3	1	8	1	-8
COc1ccccc1NS(=O)(=O)c1ccc(NC(C)=O)cc1	6	2	i	3	16	-11	4	2	-21	?
COc1ccc(/C=C/C(=O)Nc2ccccc2C(=O)N2CCCC2)cc1	-14	4	i	8	6	-4	0	-18	-1	-7
CCN(C(=O)CSc1nc2nc(C)cc(C)n2n1)c1ccccc1	27	4	i	5	12	nt	1	0	-2	-1
CCOc1ccc(-n2c(=O)c3sccc3n(CC(=O)NCc3ccco3)c2=O)cc1	15	9	i	7	17	-8	-1	5	1	1
COc1ccc(NC(=O)NCCCCc2ccccc2)c(OC)c1	6	-1	i	-3	4	-4	1	1	3	7
N#CC1(Cc2ccccc2Cl)c2ccccc2C=CN1C(=O)c1ccccc1 (stereo not drawn)	17	-6	i	-2	21	0	-2	1	-3	7
C=CCN1C(=O)C2(c3ccccc31)C1CCCC=C1C(C#N)=C(N)C2(C#N)C#N (stereo not drawn)	26	0	i	0	26	-5	1	5	1	2
CCCN(CC1CC1)C(=S)Nc1ccc(Oc2ccccc2)cc1	-13	4	i	-1	14	-7	-2	-11	3	5

Next section:
SMILES	HSF1 activator	HDAC3 inh	PolyA inhibitor	HSP90 refold inh	AI-2 QS modul	Dyrk1A ADPGlo	GSK3B inh	HSF1 inhib	GSK3A inh	Platelet DG rel
Cc1cc(C)cc(N2C(=O)CN(Cc3sccc3C)C2=S)c1	-4	8	i	-1	7	-2	2	-4	0	-4
Cc1noc(C)c1S(=O)(=O)N1CCCC1C(=O)NC(C)(C)C (stereo not drawn)	9	-2	i	1	-1	-1	2	2	-2	-5
Cc1nc2ccc(C(=O)N3c4ccccc4CC3C)cc2s1 (stereo not drawn)	7	-1	i	4	15	0	0	-2	0	23
COc1ccccc1CNS(=O)(=O)c1cc(C)ccc1OC	-8	-4	i	-4	3	1	-4	-4	-3	12
Cn1c(-c2cc(Br)ccc2O)n[nH]c1=S	nt	-7	i	2	7	8	1	nt	1	-2
COC(=O)CCNC(=O)Cn1cnc2sc3c(c2c1=O)CCCC3	1	-3	i	0	33	2	-2	-1	-1	2
